High-throughput results deposited in PubChem BioAssay by Sanford-Burnham Center for Chemical Genomics.
mIAP block: inhibitors of mouse IAP, primary screen, biochemical, luminescence, uHTS; intestinal alkaline phosphatase [Mus musculus]; purified mouse IAP, CDP-Star luminescence, 30 min; inhibition, % at 10 µM; 330,000 tested, 0.2% active; AID 2806, 2010;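 active means inhibition of at least 40% at 10 µM in the primary screen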;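 further: plate controls were DMSO with enzyme for no effect and no enzyme wells for full effect; values of inactives mirror those of a sister screen read the other way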
tim10-1 inh: growth inhibitors of tim10-1 mutant yeast, primary screen, luminescence, uHTS; 330,000 tested, 2.2% active; S. cerevisiae tim10-1 ts strain growth, BacTiter-Glo, 24 h; inhibition, % at 20 µM;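 active means inhibition of at least 40%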;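 further: mutant grown at 25 °C; 0% = DMSO wells with yeast and 100% = wells holding no yeast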
hIAP activ: human IAP activators, primary screen, biochemical, luminescence, uHTS. Intestinal-type alkaline phosphatase (Homo sapiens), P09923. purified human IAP, CDP-Star luminescence, 30 min; hits give high values; 1 = vehicle-only enzyme, 0 = enzyme-free background. activation factor at 10 µM. 330,000 tested, 0.16% active;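 active means activation factor of the enzyme at least 2-fold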; further: the source names both 10 and 20 µM as test concentration; values of inactives mirror those of a sister screen read the other way
TIM10 inh: growth inhibitors of isogenic TIM10 control yeast, primary screen, counter-screen for tim10-1 yeast inhibitor project, luminescence, uHTS; S. cerevisiae TIM10 strain growth, BacTiter-Glo luminescence, 24 h; inhibition, % at 10 µM; 330,000 tested, 1.4% active;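 active means inhibition of 40% or more at the single tested concentration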;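 further: wild-type TIM10 isogenic control strain grown at permissive 25 °C; 0% = DMSO yeast wells and 100% = minimal medium wells without yeast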
hIAP inh: human IAP inhibitors, primary screen, biochemical, luminescence, uHTS. AID 2544, 2010. inhibition, % at 10 µM. purified IAP, CDP-Star luminescence, 30 min. Intestinal-type alkaline phosphatase (Homo sapiens), P09923. 330,000 tested, 0.12% active;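 active means inhibition reaching a set limit with compound at 10 µM in the primary screen, cut at about 35% in these data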;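 further: plate controls were DMSO wells with enzyme for no effect and no-enzyme buffer wells for full effect; values of inactives mirror those of a sister screen read the other way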
mIAP act: activators of mouse IAP, primary screen, biochemical, luminescence, uHTS | muIAP, CDP-Star luminescence, 30 min; hits give high values; 1 = vehicle-only enzyme signal, 0 = enzyme-free wells | activation factor at 10 µM | 330,000 tested, 0.24% active | AID 2805, 2010;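 active means activation factor of at least 2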; further: the source names both 10 and 20 µM as test concentration; values of inactives mirror those of a sister screen read the other way
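System: Mouse IAP enzyme | Also added: CDP-Star substrate | Dosing: Compounds dispensed in DMSO | Schedule: 30 min enzyme-substrate-compound incubation at room temperature | Technique: Chemiluminescence readout | Control set: DMSO-only wells and no-enzyme negative control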
NLRP3 yeast inh: NALP3 inflammasome inhibitors in reconstituted yeast, primary screen, luminescence, uHTS. Yeast reconstituted NLRP3/ASC/caspase-1, beta-gal luminescence, 24 h. inhibition, % at 10 µM. 330,000 tested, 0.39% active. AID 2825, 2010;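 active means inhibition of 50% or more; inactive means inhibition below 50%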;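 further: plate controls were induced DMSO wells for no effect and uninduced yeast grown without galactose for full effect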
ATG4B inhibitor: ATG4B protease inhibitors, primary screen, biochemical, fluorescence, uHTS; Cysteine protease ATG4B (Homo sapiens), Q9Y4P1; ATG4B cleavage of LC3-PLA2, NBD-HPC fluorescence, 1 h; inhibition, % at 8.33 µM; 340,000 tested, 0.51% active; in the data active means inhibition above about 40%
Apaf1 inhib: inhibitors of human Apaf-1 apoptosome, primary screen, biochemical, DEVD-Rh110 fluorescence, uHTS | Apoptotic protease-activating factor 1 (Homo sapiens), O14727 | reconstituted apoptosome caspase-3 activity | inhibition, % at 20 µM | 330,000 tested, 0.71% active; active means inhibition of at least 40% at 20 µM;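 further: plate controls were DMSO wells for no effect and DEVD-CHO caspase inhibitor wells for full effect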
Target sequence (O14727 whole entry, looked up): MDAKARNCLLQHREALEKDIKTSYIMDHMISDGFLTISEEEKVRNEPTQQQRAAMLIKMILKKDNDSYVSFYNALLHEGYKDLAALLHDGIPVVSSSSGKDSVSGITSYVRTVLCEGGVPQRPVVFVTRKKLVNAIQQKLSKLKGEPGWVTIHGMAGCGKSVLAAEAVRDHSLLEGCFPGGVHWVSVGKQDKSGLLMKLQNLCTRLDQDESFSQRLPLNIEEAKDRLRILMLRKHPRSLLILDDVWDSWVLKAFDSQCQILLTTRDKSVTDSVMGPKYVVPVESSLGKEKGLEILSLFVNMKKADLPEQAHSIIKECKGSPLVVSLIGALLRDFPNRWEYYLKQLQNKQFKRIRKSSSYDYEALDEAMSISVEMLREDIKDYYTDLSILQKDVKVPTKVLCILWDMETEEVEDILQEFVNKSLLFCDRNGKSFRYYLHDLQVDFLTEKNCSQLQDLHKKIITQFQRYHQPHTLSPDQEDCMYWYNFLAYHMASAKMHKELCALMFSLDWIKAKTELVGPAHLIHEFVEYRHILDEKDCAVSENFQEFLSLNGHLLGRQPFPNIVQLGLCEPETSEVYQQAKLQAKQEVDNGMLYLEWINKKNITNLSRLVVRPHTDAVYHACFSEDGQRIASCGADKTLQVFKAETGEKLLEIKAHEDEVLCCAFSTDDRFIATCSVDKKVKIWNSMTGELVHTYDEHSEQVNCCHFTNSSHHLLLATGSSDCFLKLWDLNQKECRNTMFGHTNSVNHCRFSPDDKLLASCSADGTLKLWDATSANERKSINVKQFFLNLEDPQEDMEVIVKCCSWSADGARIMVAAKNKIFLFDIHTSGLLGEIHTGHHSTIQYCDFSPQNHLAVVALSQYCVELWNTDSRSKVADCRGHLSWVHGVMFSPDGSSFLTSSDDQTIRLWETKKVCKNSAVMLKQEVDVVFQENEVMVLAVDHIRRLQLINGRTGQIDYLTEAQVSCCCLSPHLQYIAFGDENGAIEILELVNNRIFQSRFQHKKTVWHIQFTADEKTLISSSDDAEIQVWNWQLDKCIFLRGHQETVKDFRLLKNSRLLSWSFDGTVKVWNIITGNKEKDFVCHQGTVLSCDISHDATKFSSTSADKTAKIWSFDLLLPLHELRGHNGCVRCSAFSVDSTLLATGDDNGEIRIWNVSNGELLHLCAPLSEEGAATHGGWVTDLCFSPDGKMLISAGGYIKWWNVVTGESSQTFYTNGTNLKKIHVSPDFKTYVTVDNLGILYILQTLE
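detection = Rh110 fluorescence intensity | test system = biochemical Apaf-1 apoptosome reconstitution | also added = cytochrome c and DEVD-Rh110 substrate | schedule = 30 min plus 50 min, RT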
* = called active by the depositor. Compounds as they come (roughly 4.5% active in at least one column).

SMILES	mIAP block	tim10-1 inh	hIAP activ	TIM10 inh	hIAP inh	mIAP act	NLRP3 yeast inh	ATG4B inhibitor	Apaf1 inhib
Nc1nnc(SCC(=O)OCC(=O)NC23CC4CC(CC(C4)C2)C3)s1	6	11	0.88	7	12	0.94	7	-8	4
Cc1cc(C)c2ccc(N)nc2c1O	-4	24	1.1	15	-8	1	4	-6	-3
CC(C)c1nc2ccc(C(=O)O)cc2[nH]1	3	-16	1	-5	-3	0.97	13	0	-19
CCc1cccc(C)c1NC(=O)C1=C(C(=O)O)CCCC1	4	20	0.97	7	3	0.96	-3	-8	-14
Cc1cc(SCC(=O)c2ccc3c(c2)OCO3)nc2ccccc12	-1	25	0.95	19	5	1	19	-2	-1
Cc1ccc(OCC(=O)NNC(=S)NC(=O)c2ccc(Br)o2)c(C)c1	19	18	1.7	-4	-72	0.81	27	-4	17
Cc1ccc(-c2noc(C3CCCN(C(=O)c4c(F)cccc4F)C3)n2)cc1 (centres undefined)	-7	10	0.97	8	3	1.1	-6	4	15
CCCCNC(=O)c1ccc(CS(=O)(=O)Cc2ccccc2F)o1	0	-6	1.1	5	-5	1	2	-5	2
CC1(C)CC(NC(=O)CCC2CCCC2)CC(C)(C)N1	10	2	1.1	4	-9	0.9	-2	-8	7
COC(=O)C1CSC(C(=O)OC)N1C(=O)Nc1ccc(Cl)c(Cl)c1 (centres undefined)	5	24	0.93	-3	7	0.95	10	8	5
Fc1ccc(-n2c(-c3cccs3)nc3nc4ccccc4nc32)cc1	4	16	0.91	16	9	0.96	-18	-2	-1
CCC(C)(C)n1nnnc1CN1CCN(c2ccc(OC)cc2)CC1	-1	9	1	22	-4	1	0	-2	-6
COc1ccc(S(=O)(=O)N2CCC(C(=O)NC3CC3)CC2)cc1OC	2	-16	1.4	-6	-38	0.98	4	-3	-18
COc1ccc(NS(=O)(=O)c2ccc(C)c(C(=O)N(C)CC(=O)Nc3cccc(OC)c3)c2)cc1	-8	-5	1.3	-2	-31	1.1	25	-16	10
Cc1ccc(NC(=O)CCC(=O)NNC(=O)CCc2ccccc2)c(C)c1	-6	-8	1.5	-23	-50	1.1	7	-2	-9

Full records as entered above:
Cc1cc(C)c2ccc(N)nc2c1O is entered as mIAP block = -4; tim10-1 inh = 24; hIAP activ = 1.1; TIM10 inh = 15; hIAP inh = -8; mIAP act = 1; NLRP3 yeast inh = 4; ATG4B inhibitor = -6; Apaf1 inhib = -3
Nc1nnc(SCC(=O)OCC(=O)NC23CC4CC(CC(C4)C2)C3)s1 is entered as mIAP block = 6; tim10-1 inh = 11; hIAP activ = 0.88; TIM10 inh = 7; hIAP inh = 12; mIAP act = 0.94; NLRP3 yeast inh = 7; ATG4B inhibitor = -8; Apaf1 inhib = 4
CCC(C)(C)n1nnnc1CN1CCN(c2ccc(OC)cc2)CC1 is entered as mIAP block = -1; tim10-1 inh = 9; hIAP activ = 1; TIM10 inh = 22; hIAP inh = -4; mIAP act = 1; NLRP3 yeast inh = 0; ATG4B inhibitor = -2; Apaf1 inhib = -6

More compounds:
SMILES	mIAP block	tim10-1 inh	hIAP activ	TIM10 inh	hIAP inh	mIAP act	NLRP3 yeast inh	ATG4B inhibitor	Apaf1 inhib
O=C(NCCCn1ccnc1)c1cc(-c2ccc3c(c2)OCO3)on1	4	0	0.9	-3	10	0.96	0	-2	-14
Cc1ccc(C(C(=O)NC2CCCC2)N(Cc2ccco2)C(=O)CCC(=O)Nc2ccccn2)cc1 (centres undefined)	8	28	1.2	18	-22	0.92	25	-9	18
CCC(=O)c1ccc(OCC(=O)NC2(C#N)CCCCC2)cc1	1	-2	1.2	-16	-21	0.99	0	4	-5
O=C(N/N=C/c1cc(Br)c(Br)o1)c1cccnc1	1	11	0.98	7	2	0.99	11	-10	28
Cc1noc(C)c1S(=O)(=O)N1CCC(C(=O)N(C)Cc2ccccc2)CC1	-8	9	1.2	-1	-17	1.1	17	-15	-5
Cc1ccc(C)c(NS(=O)(=O)c2ccc(OCC(=O)N3CCOCC3)cc2)c1	-6	6	0.95	-7	5	1.1	-4	-18	11
O=C(c1ccc2c(c1)OCO2)N(c1ccc(Cl)cc1)C1C=CS(=O)(=O)C1 (centres undefined)	10	21	0.88	16	12	0.9	-5	2	-1
Cc1cccn2c(=O)nc(SCC(=O)NCc3ccccc3)nc12	8	-2	1.1	4	-6	0.93	15	-1	-3
Cc1ccc(N2C(=O)CN(Cc3sccc3C)C2=S)cc1C	-6	20	0.95	18	5	1.1	19	95*	24
COCCNC(=O)CSCc1c(F)cccc1Cl	-9	-4	0.99	-2	1	1.1	20	6	-15
CC(C)(O)C#Cc1ccc(C(=O)NCCC(=O)O)s1	-5	4	0.95	2	5	1	15	-3	-4
OCCOCCNc1ncnc2c1cnn2-c1ccc(Cl)cc1	-17	8	1.1	-9	-7	1.2	19	-8	5
Cc1c(C(=O)N2CCc3ccccc32)cnn1C	-11	-12	0.99	-12	1	1.1	-4	5	7
CCOC(=O)c1[nH]c2cc(OC)c(OC)cc2c1NC(=O)c1ccc2c(c1)OCO2	5	-10	1.1	-8	-11	0.95	-17	1	-21
COc1ccc(/C=C2\SC(=O)N(CC(=O)NCCC(C)C)C2=O)cc1OC	7	15	0.94	1	6	0.93	14	-3	-10
CC(C)(C)CC(=O)Nc1cc2c3c(c1)CC(=O)N3CCC2	1	1	0.89	1	11	0.99	18	-2	0
CC1CN(S(=O)(=O)c2ccc(C(=O)Nc3ccc(S(=O)(=O)Nc4nccs4)cc3)cc2)CC(C)O1 (centres undefined)	-3	27	0.91	8	9	1	-5	-11	11
O=C(CNC(=O)c1ccccc1)NCC(=O)OCc1ccc(Cl)cc1	-1	-23	0.98	-1	2	1	8	-4	3
CCn1c(=O)c2cc(C(=O)N3CCOCC3)sc2c2ccccc21	-7	16	0.9	5	10	1.1	19	-9	0
CCn1c(SCC(=O)Nc2ccc(OC)cc2)nc2c(c1=O)SCC2	1	4	1.3	-2	-30	0.99	5	4	5
OCC[C@H]1C[C@@H](O)[C@H](O)[C@]2(OCCCc3ccccc32)O1	7	30	1.1	29	-12	0.93	12	-5	3
CC(C)c1nc2sc3c(NCc4ccccc4)ncnc3c2c2c1COC(C)(C)C2	2	-21	1	-18	-1	0.97	-4	-3	20
CC(CN1C(C)CCCC1C)OC(=O)c1ccc(Cl)cc1Cl (centres undefined)	2	-11	1	-9	-4	0.98	12	6	-13
Cc1cnc(C(=O)Nc2nnc(C)s2)cn1	-3	11	1.2	-2	-18	1	-2	-1	8
CCCCCCCCN1[C@@H](CC(C)=O)c2cc(C(F)(F)F)ccc2S1(=O)=O	25	-3	0.91	-6	9	0.75	13	-6	21
Cc1cnc(C(=O)OCC(=O)Nc2ccc(Br)c(C)c2)cn1	0	1	1	8	-5	1	10	-1	2
Cc1ccc(-c2csc3n[nH]c(=S)n23)cc1	6	13	0.82	12	18	0.94	12	-10	-6
CCC(C)[C@H]1COCCS(=O)(=O)N1Cc1ccc(Cl)cc1Cl (some centres undefined)	1	18	1	7	-1	0.99	15	11	20
CC(C)=CCN1CCN(Cc2ccc3nsnc3c2)CC1CCO (centres undefined)	-5	15	1.1	-36	-12	1.1	-9	2	-1
Nc1nc2ccccc2nc1N	3	-3	0.93	-20	7	0.97	-2	-1	-1
CCCCn1c(N)c(-c2nc3ccccc3s2)c2c([N+](=O)[O-])nn(CC)c(=O)c21	3	21	1	-10	-2	0.97	-10	-8	10
COc1ccc(/C=N/N2C(=O)CSC2=S)cc1	47*	7	1	4	-3	0.53	14	-6	-13
CCOc1ccccc1C(=O)N1CCN=C1SCc1cccnc1	-2	21	1	5	-3	1	-12	-2	7
Cc1cccc(NC(=O)C2CCN(S(=O)(=O)c3cccc4nonc34)CC2)c1	7	-25	1	-38	0	0.93	10	3	8
CC(Oc1ccccc1F)C(=O)NNC(=O)C1CC(=O)N(c2ccc3c(c2)OCCO3)C1 (centres undefined)	4	-3	1.5	7	-46	0.96	3	-6	2
CCCCOc1ccc(C(=O)OCC(=O)NC2CCCC2)cc1	-5	19	1.1	16	-7	1.1	43	-2	6
Cn1cnnc1SCc1ccc(C(=O)N=Nc2c(O)n(C)c3ccccc23)cc1	7	11	0.95	8	5	0.93	1	-16	3
CCN(C(=O)C(C)Sc1ccc(S(=O)(=O)N2CCN(C)CC2)cn1)c1ccccc1 (centres undefined)	-8	-1	1	11	-5	1.1	12	0	12
O=C(N[C@H]1C/C=C\C[C@@H](CC(=O)N(CCO)Cc2ccccc2)C(=O)N2CCC[C@@H]2COC1=O)OCC1c2ccccc2-c2ccccc21	-3	6	1.1	3	-6	1	-13	-18	25
CCCCN1C2CCCC1CC(NC(=O)c1ccc(OC)c(OC)c1)C2 (centres undefined)	2	7	0.83	-2	17	0.97	5	-7	2
CCCS(=O)(=O)N1CCCC(C(=O)NCCCN2CCN(c3ccc(F)cc3)CC2)C1 (centres undefined)	-9	-4	1.1	-6	-10	1.1	12	3	6
N/C(=N\OC(=O)Cc1ccccc1[N+](=O)[O-])c1cccc(Br)c1	2	38	0.95	51*	5	0.98	7	5	-17
Cc1cccc(C(=O)NC(=S)Nc2ccc(Cc3ccncc3)cc2)c1	-2	48*	1	46*	-2	1	7	25	27
COc1cc(OC)cc(N(C(=O)CNC(=O)c2ccco2)C(C(=O)NCC2CCCO2)c2ccccc2)c1 (centres undefined)	10	4	0.85	10	15	0.9	17	-13	9
Cc1ccc(C(=O)NCC(=O)OCC(=O)Nc2ccc3[nH]c(=O)[nH]c3c2)cc1	1	-17	0.99	-22	1	0.99	20	-13	-4

Filtered by structure: those above with a COOH group.
SMILES	mIAP block	tim10-1 inh	hIAP activ	TIM10 inh	hIAP inh	mIAP act	NLRP3 yeast inh	ATG4B inhibitor	Apaf1 inhib
CC(C)c1nc2ccc(C(=O)O)cc2[nH]1	3	-16	1	-5	-3	0.97	13	0	-19
CCc1cccc(C)c1NC(=O)C1=C(C(=O)O)CCCC1	4	20	0.97	7	3	0.96	-3	-8	-14
CC(C)(O)C#Cc1ccc(C(=O)NCCC(=O)O)s1	-5	4	0.95	2	5	1	15	-3	-4

Further structures:
SMILES	mIAP block	tim10-1 inh	hIAP activ	TIM10 inh	hIAP inh	mIAP act	NLRP3 yeast inh	ATG4B inhibitor	Apaf1 inhib
Cc1cc(OCc2cccc(Cl)c2)c(C)cc1CN1CCOCC1	14	12	0.85	12	14	0.86	29	-20	5
CCCCn1c(N)c(N(CC(C)C)C(=O)CSc2nnc(C)n2-c2ccc(OC)cc2)c(=O)[nH]c1=O	-1	5	1	12	-2	1	24	-19	-5
O=C1/C(=C\c2ccc([N+](=O)[O-])cc2)CCc2ccccc21	12	47*	1.1	37	-8	0.88	21	9	-4
CC(C)(C)NC(=O)c1ccccc1NC(=O)c1ccc2c(c1)OCO2	16	10	1.1	3	-7	0.84	-1	-3	5
CCc1ccc2nc(Nc3nc(COC)cc(=O)[nH]3)nc(C)c2c1	-6	18	2.1*	13	-110	1.1	15	-14	-6
CCOC(=O)C1=C(c2ccccc2)NC(=O)NC1c1ccc(OCC#N)c(OC)c1 (centres undefined)	9	18	1	-19	-3	0.91	11	-3	9
